High-throughput results: PubChem BioAssay, National Center for Advancing Translational Sciences (NCATS)
MCF10A rereplic: inducers of DNA re-replication in MCF 10A breast cells; MCF 10A DNA re-replication, Hoechst nuclear intensity, 48 h; Potency, µM (titrated, usually from 46.1 µM), for inactives: top-dose activity, positive = re-replication, usual class: activators; 350,000 tested, 2.9% active; AID 624296; note: potency is the fitted concentration of half-maximal effect; % of control where 0% means no effect; nearly all actives have a fitted effect of over 50% in size
ATXN2 expr inh: ATXN2 expression inhibition; HEK-293 ATXN2-luciferase reporter, luminescence, 24 h; Potency, µM (titrated, usually from 57 µM), inactives show at the highest dose activity change, negative = inhibition, actives largely listed as inhibitors; 360,000 tested, 0.72% active; AID 1745845; note: potency is the fitted concentration of half-maximal effect; % is set by controls: 0 for no effect and ±100 for the full control effect; nearly all actives have a fitted effect of over 55% in size
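ATXN2-luciferase reporter cells (luciferase flanked by upstream and downstream ATXN2 gene portions) were treated 24 h at 37 °C with compounds at up to 57 uM. SteadyGlo luminescence gave expression; GF-AFC fluorescence gave viability.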
Nrf2 activator: Nrf2 pathway activation | AREc32 ARE-luciferase reporter (MCF7-derived line), luminescence, 24 h | 410,000 tested, 0.31% active | Potency, µM (top dose mostly 46.1 µM), for inactives: top-dose activation, hits mostly activators; note: potency is the fitted concentration of half-maximal effect; % of control where 0% means no effect; nearly all actives have a fitted effect of over 65% in size
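Cells of the AREc32 ARE-luciferase line are plated in OPTI-MEM containing 5% FBS and left overnight at 37 deg C. Compounds are pinned in, incubation continues 24 hr, and firefly luciferase signal is then measured.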
IL-1B inflam inh: blocks inflammasome-driven IL-1 beta release | THP-1 LPS/ATP IL-1B secretion, AlphaLISA, 16 h; hits give low values | activity change, % at 57.5 µM | 360,000 tested, 4.7% active; in the data active = activity change below about -50%; inconclusive = mostly about -30% to -49%; note: % is set by controls: 0 for no effect and ±100 for the full control effect
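THP-1 cells pretreated 1 hr with compounds (up to 57.5 uM final), then stimulated with LPS (250 ng/mL final) plus ATP (1.25 mM final); secreted IL-1B measured by AlphaLISA after 16 hr, decreased signal indicating inhibition.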
A549 tox: A549 cytotoxicity, counter-screen for Nrf2 inhibitors; A549 ARE-Fluc cells, CellTiter-Fluor viability, 18-24 h; 390,000 tested, 0.16% active; Potency, µM (top dose mostly 46 µM), for the others: at the top dose activity change, negative = cytotoxicity, most hits filed as inhibitors; note: potency is the fitted concentration of half-maximal effect; % is set by controls: 0 for no effect and ±100 for the full control effect
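Cytotoxicity counterscreen: CellTiter-Fluor fluorescence was measured in A549 ARE_Fluc cells after 18-24 h of compound exposure in a concentration series. The subsequent BugLite luminescent read reports ARE-luciferase activity.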
HepG2 tox: HepG2 cytotoxicity, counter-screen for TGF-b inhibitors | AID 588856 | Potency, µM (series often up to 46.1 µM), for the others: at the highest dose activity change, negative = cytotoxicity, usual class: cytotoxic | HepG2 CAGA-GFP viability, ATP luminescence, 18 h | 410,000 tested, 0.76% active; note: potency is the fitted concentration of half-maximal effect; some results filed as inactive show a strong effect at the top dose
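CellTiter-Glo luminescence gave cytotoxicity after 18 hours at 37 degrees C. The cells were HepG2 CAGA-GFP in 1% FBS DMEM, stimulated with 500 pg/mL TGF-beta after compound addition. %Activity was normalised to no-cell wells (complete cell-killing) and DMSO (no toxicity), and curves were fitted and classified.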
Nrf2 inh: inhibitors of Nrf2 signaling. 360,000 tested, 2.1% active. Potency, µM (doses to about 46 µM), for inactives: at the top dose activity change, negative = inhibition, usual class: inhibitors. AID 504444. A549 ARE-Fluc reporter, luciferase luminescence, 18-24 h; note: potency is the fitted concentration of half-maximal effect; % is set by controls: 0 for no effect and ±100 for the full control effect; nearly all actives have a fitted effect of over 60% in size
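Cells were seeded and rested 2 h, then exposed to compounds for 18-24 h. CellTiter-Fluor was read first as a viability measure. BugLite was added 15 min before the final luminescent read of ARE-luciferase activity in A549 cells.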
S2 tox: viability counter-screen for ATXN expression inhibitors; 400,000 tested, 0.49% active; S2 cells (HEK-293 line with an ATXN2-luciferase reporter) viability, CellTiter-Fluor protease fluorescence, 24 h; Potency, µM (highest dose often 56.7 µM), most hits filed as cytotoxic; AID 651635; note: potency is the fitted concentration of half-maximal effect; nearly all actives have a fitted effect of over 40% in size
TGFb inhibitor: blocks TGF-b signaling; 410,000 tested, 1.2% active; HepG2 CAGA-GFP TGF-b/SMAD3 reporter, GFP fluorescence, 18 h; TGF-beta stimulated, 500 pg/mL final; Potency, µM (series often up to 46.1 µM), without a hit: top-dose activity, negative = inhibition, most hits filed as inhibitors; note: potency is the fitted concentration of half-maximal effect; % is set by controls: 0 for no effect and ±100 for the full control effect; nearly all actives have a fitted effect of over 65% in size
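HEPG2 CAGA-GFP reporter cells (1000/well, DMEM with 1% FBS) received compounds, then recombinant TGF-beta at 500 pg/mL final for 18 hours at 37 degrees C. Per-cell GFP summed per well was normalised to unstimulated and stimulated DMSO controls before curve fitting.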
* marks the source's active call; other numbers are inactive results; i = inactive; ? = inconclusive; . = no result given; [ ] = another dose, or the depositor's remark. Unless noted, calls come from the whole dose curve; as a rule, active = well fitted curve in the direction sought with a large enough effect; inconclusive = small, poorly fitted or top-dose-only effect, or another doubt; inactive = no such curve, though single readings can be large; an effect the other way counts as inactive or inconclusive. Compounds were not picked by outcome; about 8.8% have a hit in one of these screens.

SMILES	MCF10A rereplic	ATXN2 expr inh	Nrf2 activator	IL-1B inflam inh	A549 tox	HepG2 tox	Nrf2 inh	S2 tox	TGFb inhibitor
Fc1ccccc1C(c1nnnn1C1CCCC1)N1CCN(Cc2ccccc2)CC1 (stereo not given)	-5%	-21%	-0.3%	?	-2%	-2%	3%	i	-1%
CCCOC(=O)c1cccc(NC(=O)C(C)(C)C)c1	3%	15%	-0.5%	0	-5%	-8%	-1%	i	3%
Cc1cccc(CN2C(=O)c3ccccc3Sc3ccc(C(=O)O)cc32)c1	5%	.	0.0%	-1	2%	22%	-1%	i	0%
COc1ccc([N+](=O)[O-])cc1C(=O)NC1CCN(Cc2ccccc2)CC1	12%	-29%	-0.4%	?	0%	-32%	?	i	0%
CCOC(=O)C1C(=O)NC(c2ccccc2)=NC1c1cccc(Br)c1 (stereo not given)	2%	-2%	4.6%	19	2%	-8%	1%	i	16%
Cc1cccc(Oc2ccc(Cl)cc2N)c1	?	3%	2.7%	-19	-4%	20µM*	29%	i	-32%
CCOc1ccccc1C(=O)NCC(=O)NCC(C)(C)N1CCOCC1	-3%	0%	0.3%	-4	3%	-2%	1%	i	12%
COc1ccc(NC(=O)CN2CCN(CC(=O)Nc3ccc(F)cc3)CC2)c(OC)c1	7%	-7%	-0.4%	-6	-3%	-3%	-22%	i	-1%
CCC(C)NCCCOc1c(C)cc(C)cc1Br (stereo not given)	?	-11%	3.5%	-76*	-5%	-40%	6%	i	?
COc1ccccc1OCCC(=O)OCC(=O)NC(C)c1ccccc1 (stereo not given)	10%	-9%	0.2%	3	6%	-6%	5%	i	3%
O=C(Nc1cc(Br)ccc1O)c1cc(-c2ccccc2)on1	9%	.	9.7%	?	5%	20%	3%	i	8%
Cc1ccccc1-c1noc(CNC(=O)c2ccco2)n1	-9%	3%	-0.3%	33	-3%	-16%	2%	i	-28%
Cc1ccccc1Nc1nc(N)c2ccccc2n1	0%	-2%	-0.2%	-96*	-3%	11µM*	?	i	-9%
COc1ccc(S(=O)(=O)N2CCSC2)cc1C	-4%	-10%	-0.5%	35	0%	11%	-4%	i	-2%
O=C(NCCNc1ccc([N+](=O)[O-])cc1C(F)(F)F)c1ccc(F)cc1	19%	0%	2.4%	-1	?	-13%	21µM*	i	3%
CCOc1ccc(C(=O)Nc2ccccc2OC(F)F)cc1	-6%	24%	3.4%	-14	0%	9%	-5%	i	-5%
CCOc1ccccc1OCCCC(=O)Nc1cc(S(=O)(=O)N2CCOCC2)ccc1OC	-19%	-8%	3.1%	10	0%	-6%	-9%	i	-11%
CCOC(=O)[C@H]1[C@H]2COc3ccc(Br)cc3[C@@H]2N2C(=O)CN(Cc3ccc(OC)cc3)C(=O)[C@@]12C	2%	-16%	5.4%	20	2%	-5%	-9%	i	-11%
O=C(CCC(=O)N1CCN(c2ccccn2)CC1)c1ccc(Cl)s1	-3%	-9%	2.9%	0	3%	-5%	6%	i	?
CCc1csc(CCNC(=O)C2CCC(=O)N(CCOC)C2)n1 (stereo not given)	6%	2%	-0.2%	14	3%	7%	12%	i	0%
CC(=O)C1=C(O)C(=O)N(CCc2c[nH]c3ccccc23)C1c1ccc(O)cc1 (stereo not given)	10%	-4%	-0.3%	44	4%	-6%	10%	i	0%
CC1CCC(NC(=O)C(=O)Nc2ccc3c(c2)OCO3)CC1 (stereo not given)	-1%	31%[activator]	-0.4%	47	1%	1%	?	i	4%
CCCCNC(=O)NNC(=O)COc1cc(C)cc(C)c1	0%	8%	-0.3%	7	-4%	5%	12%	i	5%
CSc1nc(-c2ccccc2Cl)nc2c1Cc1c(CO)cnc(C)c1O2	.	-8%	18%	.	2%	-27%	?	i	-4%
COC(=O)C1=CN(c2ccc(OC)cc2)C=C(C(=O)OC)C1c1ccc(C)c([N+](=O)[O-])c1	0%	-3%	-0.6%	-6	4%	4%	-15%	i	1%

Sorted by the number under IL-1B inflam inh (highest first): 3 from the list above.
molecule	IL-1B inflam inh
CCOC(=O)C1C(=O)NC(c2ccccc2)=NC1c1cccc(Br)c1 (stereo not given)	19
COc1ccc(NC(=O)CN2CCN(CC(=O)Nc3ccc(F)cc3)CC2)c(OC)c1	-6
Cc1ccccc1Nc1nc(N)c2ccccc2n1	-96*

Pulled by structure from the entries so far, 2 records:
SMILES	MCF10A rereplic	ATXN2 expr inh	Nrf2 activator	IL-1B inflam inh	A549 tox	HepG2 tox	Nrf2 inh	S2 tox	TGFb inhibitor
CCOc1ccccc1OCCCC(=O)Nc1cc(S(=O)(=O)N2CCOCC2)ccc1OC	-19%	-8%	3.1%	10	0%	-6%	-9%	i	-11%
CCOc1ccccc1C(=O)NCC(=O)NCC(C)(C)N1CCOCC1	-3%	0%	0.3%	-4	3%	-2%	1%	i	12%

(further entries)
SMILES	MCF10A rereplic	ATXN2 expr inh	Nrf2 activator	IL-1B inflam inh	A549 tox	HepG2 tox	Nrf2 inh	S2 tox	TGFb inhibitor
COCCC(=O)N1CCC(Oc2ccc(C(=O)NC3Cc4ccccc4C3)cc2)CC1	13%	-8%	-0.2%	-4	1%	-13%	?	i	-17%
CCOc1ccc(-c2nn(-c3ccccc3)cc2/C=C(\C#N)S(=O)(=O)c2ccccc2)cc1C	7%	9%	0.2%	-15	-1%	5%	-15%	i	4%
Cc1cc2c(cc1S(=O)(=O)N1CCc3ccccc31)NC(=O)CO2	5%	3%[11.3 µM]	3.3%	-79*	?	-1%	23µM*	i	29%
COc1ccc(CC(=O)OCC(=O)Nc2c(C)n(C)n(-c3ccccc3)c2=O)cc1OC	-3%	3%	-0.7%	32	3%	0%	-1%	i	1%
CCOc1cc(/C=N/NC(=O)c2ccncc2)ccc1OC(=O)c1ccc([N+](=O)[O-])cc1	?	-12%	-0.3%	15	-8%	-6%	7%	i	-8%
CC(C)CC(NC(=O)COc1ccccc1)C(=O)O (stereo not given)	0%	4%	0.3%	20	-9%	37%	-5%	i	1%
CS(=O)(=O)NCCSc1nnnn1-c1ccccc1	7%	4%	-0.1%	-1	3%	-21%	.	i	0%
CC(=O)N1CCN(C(=O)COc2ccc(Br)cc2)CC1	-15%	-3%	3.0%	0	4%	-67%	1%	i	-1%
N/C(Cc1ccc([N+](=O)[O-])cc1)=N\OC(=O)Cc1ccc(Cl)cc1	0%	-2%	-0.2%	-57*	-1%	-4%	12%	i	22%
Cc1ccc(C)c(N(CC(=O)NC2CCCCC2)C(=O)c2csnn2)c1	6%	1%	-0.7%	-7	-2%	17%	-17%	i	-2%
O=[N+]([O-])c1cccnc1C1OCCO1	.	.	2.1%	6	.	-2%	.	i	?
Cn1cnnc1SCc1ccccc1[N+](=O)[O-]	-3%	-10%	-0.5%	8	2%	-1%	-22%	i	13%
Cc1ccccc1CS(=O)(=O)CCC(=O)N1CCN(c2ccc(N3CCOCC3)nn2)CC1	-3%	-5%	-0.1%	-9	6%	1%	9%	i	-35%
CCOC(=O)[C@]12CCCC=C1N(Cc1cccc3ccccc13)C(=O)[C@H](CC(=O)NCc1cccs1)C2	.	-38%	4.7%	-24	.	.	.	?	.
CC(=O)N=c1sc2ccccc2n1C	-2%	12%	0.1%	4	-8%	17%	9%	i	9%
CCOc1ccc(-c2nn(-c3ccccc3)cc2/C=C2\SC(N)=NC2=O)cc1C	10µM*	2%	3.1%	39	-13%	1%	.	i	?
CCC(C(=O)Nc1ccccc1C(=O)N1CCOCC1)N1C(=O)c2ccccc2C1=O (stereo not given)	13%	0%	0.3%	-8	-18%	-2%	-5%	i	13%

Complete entries from above. Screens in order: MCF10A rereplic | ATXN2 expr inh | Nrf2 activator | IL-1B inflam inh | A549 tox | HepG2 tox | Nrf2 inh | S2 tox | TGFb inhibitor
CCOc1ccc(-c2nn(-c3ccccc3)cc2/C=C2\SC(N)=NC2=O)cc1C is entered as 10µM* | 2% | 3.1% | 39 | -13% | 1% | . | i | ?
CC(=O)N=c1sc2ccccc2n1C is entered as -2% | 12% | 0.1% | 4 | -8% | 17% | 9% | i | 9%
O=[N+]([O-])c1cccnc1C1OCCO1 is entered as . | . | 2.1% | 6 | . | -2% | . | i | ?
COc1ccc(CC(=O)OCC(=O)Nc2c(C)n(C)n(-c3ccccc3)c2=O)cc1OC is entered as -3% | 3% | -0.7% | 32 | 3% | 0% | -1% | i | 1%
